Casp6 inh – inhibitors of human caspase-6 | inhibition, % at 12.5 µM | AID 686996 | P55212 | purified caspase-6, Z-VEID-R110 cleavage fluorescence | hit rate 0.53% among 350,000;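 active means mean inhibition across replicates at least about 35%, with every replicate also reaching that limit, limit read from the data; inconclusive means only one of the two criteria met; inactive means neither criterion met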;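 further: 0% = median of neutral control wells and 100% = no fluorescence left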
PglD inh – PglD (C. jejuni) enzyme inhibition; purified PglD enzyme, DTNB colorimetric CoA detection; inhibition, % at 12.5 µM; hit rate 0.098% among 360,000; AID 602405; in the data active means inhibition above about 16%, passing the limit was not always enough; inconclusive means no clear call, values can overlap the other calls; further: strong numbers were not always called active
RAD54 branch – blocks human RAD54 Holliday junction branch migration; Q92698; FAM/BHQ fluorescence; inhibition, % at 10.4 µM; hit rate 0.14% among 360,000;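 active means mean normalized replicate activity at least 40 and at least half of replicates scoring 40 or more; inconclusive means only one of the two criteria met; inactive means mean below 40 and under half of replicates reaching 40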;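 further: 0% = median of neutral control wells and 100% = median of positive control wells; inhibitors cause a drop in the FAM fluorescence signal; in these data hits start at about 50%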
esBAF inh – inhibitors of esBAF chromatin remodeling in mouse ES cells | Bmi1-luciferase knock-in reporter, 24 h; 100% = twice the neutral-well signal | hit rate 2% among 350,000 | reporter increase, % at 12.5 µM | AID 602393; in the data active means activation above about 40%; inconclusive means no clear call, values can overlap the other calls;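 further: 0% = median of the plate's neutral control wells and 100% = double that signal; a rise in the Bmi1 reporter signal indicates esBAF inhibition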
ERp5 block – blocks human ERp5 reductase activity on insulin | ERp5 insulin aggregation, absorbance 650 nm, 90 min | Q15084 | hit rate 0.05% among 350,000 | inhibition, % at 9.99 µM | AID 651711;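 active means mean replicate inhibition above about 25%, with every replicate also reaching it, limit read from the data, passing the limit was not always enough; inconclusive means only one of those two criteria met; inactive means neither criterion met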
Target sequence (Q15084 whole entry, looked up): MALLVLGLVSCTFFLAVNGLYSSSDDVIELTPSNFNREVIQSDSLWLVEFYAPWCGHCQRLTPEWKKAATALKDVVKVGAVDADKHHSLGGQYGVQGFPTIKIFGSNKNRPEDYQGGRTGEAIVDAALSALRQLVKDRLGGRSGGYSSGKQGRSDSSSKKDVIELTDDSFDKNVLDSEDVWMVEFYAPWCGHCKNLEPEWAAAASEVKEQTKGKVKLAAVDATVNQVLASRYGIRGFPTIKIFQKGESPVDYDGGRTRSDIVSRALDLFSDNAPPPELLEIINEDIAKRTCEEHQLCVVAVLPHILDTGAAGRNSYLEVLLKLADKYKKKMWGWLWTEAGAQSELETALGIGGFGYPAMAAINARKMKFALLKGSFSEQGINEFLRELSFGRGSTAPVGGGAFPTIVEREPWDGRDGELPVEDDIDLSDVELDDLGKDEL
E-sel inducer – E-selectin induction on HUVECs. P16581. HUVEC E-selectin immunofluorescence imaging; normalized: neutral wells 0, TNF-alpha wells 100. activation, % at 7.58 µM. hit rate 0.37% among 260,000;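 active means mean E-selectin-positive cell signal at least 10% of the positive control, reached in at least 60% of replicates, without over 20% cell loss; inconclusive means no rule given, readout overlaps actives, possibly toxicity-flagged; inactive means the rest, including those meeting only one limit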;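 further: in these data hits start at about 27%; measured in HUVEC primary endothelial cells; signal is the percent of cells scored E-selectin positive by PE staining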
Target sequence (P16581 whole entry, looked up): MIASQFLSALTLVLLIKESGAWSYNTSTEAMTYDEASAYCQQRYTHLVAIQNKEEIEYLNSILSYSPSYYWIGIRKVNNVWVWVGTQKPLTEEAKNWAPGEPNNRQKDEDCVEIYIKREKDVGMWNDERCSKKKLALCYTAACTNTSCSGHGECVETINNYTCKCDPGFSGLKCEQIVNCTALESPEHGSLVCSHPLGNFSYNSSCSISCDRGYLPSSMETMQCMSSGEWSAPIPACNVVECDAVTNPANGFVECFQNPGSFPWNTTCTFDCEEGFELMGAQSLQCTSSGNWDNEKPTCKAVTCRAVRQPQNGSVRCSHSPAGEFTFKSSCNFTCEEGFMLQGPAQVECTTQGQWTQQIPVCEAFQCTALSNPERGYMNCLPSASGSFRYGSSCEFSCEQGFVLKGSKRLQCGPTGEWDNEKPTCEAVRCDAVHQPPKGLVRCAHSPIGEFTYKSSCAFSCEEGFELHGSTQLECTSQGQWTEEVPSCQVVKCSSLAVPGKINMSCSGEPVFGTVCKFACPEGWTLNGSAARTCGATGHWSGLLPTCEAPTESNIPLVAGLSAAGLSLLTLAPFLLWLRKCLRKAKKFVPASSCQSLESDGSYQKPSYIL
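Assay system: HUVEC, human umbilical vein endothelial cells / Amount: 3,000 HUVEC/well / Controls: TNF-alpha positive control, DMSO neutral control / Compound dosing: single concentration / Medium: EGM-2 over gelatin coat / Evaluation: percent E-selectin-positive cells / Signal: immunofluorescence imaging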
RAD52 inh – inhibitors of human RAD52 DNA annealing; P43351; recombinant RAD52 DNA annealing, FRET fluorescence; inhibition, % at 18.7 µM; hit rate 0.46% among 360,000;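 active means every replicate showing at least 50% inhibition; inconclusive means mean inhibition at least 50% but not in every replicate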
ARNT TACC3 PPI – ARNT/TACC3 interaction disruption | hit rate 0.66% among 390,000 | AlphaScreen His-ARNT PAS-B/GST-TACC3 binding, luminescence; TACC3 fragment carries E629A point mutation | inhibition, % at 9.99 µM;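 active means mean inhibition of replicates at least 50% and at least half of replicates each reaching 50%; inconclusive means half or more replicates reach 50% but mean below 50%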;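 further: 0% = complete ARNT plus TACC3 wells and 100% = ARNT alone without TACC3; many hits fall short of the cut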
* marks the source's active call; other numbers are inactive results; u = inconclusive; x = not tested or not shown; & = joins results of further samples. Compounds as they come. Share with any hit: about 3.2%.

Order of results: Casp6 inh	PglD inh	RAD54 branch	esBAF inh	ERp5 block	E-sel inducer	RAD52 inh	ARNT TACC3 PPI
1	C[C@H]1CN([C@@H](C)CO)C(=O)c2cc(C#Cc3ccccc3F)cnc2O[C@H]1CN(C)C(=O)Cc1ccncc1
  -3	-1	5	-3	-2	0.3	9	0
2	Cc1ccc(-c2ccc(/C=N\NC(=O)C3C(=O)NCC3c3ccccc3)o2)cc1Cl (centres undefined)
  x	6	-3	3	x	x	x	6
3	Cc1ccc(O)c(-c2cc(-c3cccc(Br)c3)n[nH]2)c1
  2	-6	5	10	0	1.2	-9	-3
4	O=C(CC[C@H]1O[C@@H](n2cnc3c(NC(=O)c4ccccc4)ncnc32)[C@H](O)[C@@H]1O)NCC1CCN(Cc2ccccc2)CC1
  -3	0	-5	6	-2	0.2	-3	x
5	Cc1ccccc1NC(=O)COc1coc(CN2CCN(c3ccccc3)CC2)cc1=O
  2	-3	-3	0	4	x	-16	-2
6	Cc1cc(C(=O)OCn2nnc3ccccc3c2=O)c(C)n1-c1ccccc1
  x	2	1	13	x	x	x	-1
7	O=C(CCNC(=O)c1ccc([N+](=O)[O-])cc1)Nc1nccs1
  -3	x	x	4	5	-0.7	-5	8
8	C[C@H](CO)N1C[C@H](C)[C@H](CN(C)Cc2ccc(Oc3ccccc3)cc2)Oc2ccc(NC(=O)Nc3ccc(C(F)(F)F)cc3)cc2CC1=O
  x	-3	-1	-6	x	-0.4	x	17
9	O=C(Nc1ccc(Br)cc1Cl)Nn1cnnc1
  x	11	0	-8	x	-0.1	x	-9
10	CC(C)NC(=O)N1C[C@@H]2[C@H](c3ccccc31)[C@@H](CO)N2C(=O)c1ccccc1
  -4	0	6	1	0	-0.3	-14	-6
11	CN1C(=O)c2cc(NC(=O)Cc3cccs3)ccc2OC[C@H]2O[C@H](CC(=O)NCC3CCCCC3)CC[C@@H]21
  -1	3	-6	0	-7	-0.2	9	-1
12	Cc1ccc(-c2nnn(CC(=O)N(c3ccccc3F)C(C(=O)NCC3CCCO3)c3c[nH]c4ccccc34)n2)cc1 (centres undefined)
  x	1	-1	-7	x	x	x	5
13	Cc1cccc(NS(=O)(=O)c2cccc(C(=O)N3CCN(c4ccccn4)CC3)c2)c1
  2	10	-6	-5	-6	x	-6	-5
14	Cc1noc(NS(=O)(=O)c2ccc(NC(=O)C(C)(C)C)cc2)c1C
  0	1	6	-1	1	0.1	-5	-2
15	N#C/C(=N\Nc1ccc(Cl)c(Cl)c1)C(=O)C1CC1
  -3	-9	-6	x	3	0.1	-3	7
16	CC(=O)Nc1ccc(-c2csc(NC=C3C(=O)OC(C)(C)OC3=O)n2)cc1
  11	x	x	x	3	3.3	-32	-1
17	O=C(CNC(=O)c1ccc(-c2ccccc2)cc1)OCc1c(F)cccc1Cl
  0	x	x	x	3	x	-8	-10
18	O=C(CSc1nnc(CNC(=O)c2ccc(F)cc2)o1)Nc1ccc2c(c1)OCCO2
  0	-2	2	-3	-2	-0.2	-7	-28
19	CCCOc1ccc(NC(=O)C(=O)NCCCn2ccnc2)cc1
  0	x	x	x	2	x	-14	3
20	Cc1cccc(CCN2C(N(C)C)=NC[C@@H]2Cc2ccccc2)c1
  -2	-3	1	8	3	0.1	-8	1
21	COc1ccc(C)cc1NC(=O)CN(C)S(=O)(=O)c1ccc2c(c1)CCCN2C(C)=O
  0	0	-3	6	-3	x	-2	-12
22	Cn1ncc2c(NCCO)nc(Cl)nc21
  -1	6	7	-10	2	-1.8	-27	-2
23	O=C(CC(NC(=O)c1ccccc1Cl)c1ccccc1)Nc1ccc2c(c1)OCO2 (centres undefined)
  x	-3	4	0	x	6.6	x	-26
24	CO[C@@H]1CN(C)C(=O)c2ccc(NC(=O)Nc3cc(F)ccc3F)cc2OC[C@H](C)N(C(=O)c2cnccn2)C[C@@H]1C
  1	3	1	1	-3	-0.1	7	7
25	O=C(CSc1ccc(Br)cc1)NC1CCS(=O)(=O)C1 (centres undefined)
  2	-5	3	0	-1	x	0	27
26	C[C@H](CO)N1C[C@H](C)[C@@H](CN(C)C(=O)Nc2ccc(C(F)(F)F)cc2)Oc2ccc(NS(=O)(=O)c3ccc(F)cc3)cc2C1=O
  1&6	-1	-2	-4	-5&-6	0.0&0.2	8&-28	x
27	Cc1ccc(S(=O)(=O)N2C[C@@H]3[C@H](c4ccccc42)[C@@H](CO)N3Cc2cccnc2)cc1
  x	5	-23	2	x	0.1	x	0
28	COc1ccc(OC)c(/C=C/C(=O)OCC(=O)N2CCN(S(=O)(=O)c3ccc(C)cc3C)CC2)c1
  x	11	14	-12	-4	-2.2	1	x
29	COc1ccc(C(=O)CSc2nnc(C3CC3)n2N)cc1
  x	0	-2	-5	x	x	x	8
30	CCOC(=O)C1CCCN(CC(=O)Nc2c(C(=O)OC)[nH]c3ccc(Cl)cc23)C1 (centres undefined)
  x	0	-4	0	x	x	x	8
31	O=C(NCc1ccco1)c1cc(-c2ccccc2)on1
  x	1	-7	105*	x	x	x	-10
32	CNCC[C@@H](Oc1ccc(C(F)(F)F)cc1)c1ccccc1
  x	1	6	-7	-7	0.0	2	4
33	CCOc1ccc(CNC(=O)c2ccco2)cc1
  6	3	3	9	5	0.1	-4	-16
34	COC(=O)C[C@@H]1CC[C@H]2[C@H](COc3ccc(NC(=O)c4ccccc4OC)cc3C(=O)N2C)O1
  x	-1	-1	8	x	0.0	x	-6
35	Cc1ccc(C2C(=O)N(C3CCC(C)CC3)CC(=O)N2C2CCCC2)cc1 (centres undefined)
  x	-4	9	-10	x	x	x	4
36	COc1ccc(C(=O)Nc2cc(S(=O)(=O)N3CCCCC3)ccc2C)cc1
  1	-4	0	-3	-5	0.0	-27	x
37	CC(=O)N1[C@H](Cc2ccccc2)C=C[C@]1(C)C(=O)NCCc1c[nH]c2ccccc12
  0	0	3	16	2	-0.1	-8	0
38	O=S(=O)(c1ccc(N2CCCC2)nc1)N1CCCC1
  2	-8	0	-2	-1	1.6	-13	-2
39	COc1ccc(S(=O)(=O)N(C)C[C@@H]2OCCCC[C@@H](C)Oc3ccc(NC(=O)Nc4cccc5ccccc45)cc3C(=O)N([C@H](C)CO)C[C@@H]2C)cc1
  1	2	0	4	6	-0.1	-4	x
40	CCCS(=O)(=O)NC(=O)C1(C)CCN(C(=O)c2c(F)cccc2F)C1 (centres undefined)
  -1	2	13	-6	2	x	2	x
41	O=C(OCC(=O)N1N=C(c2ccc(Cl)cc2)CC1c1ccco1)c1ccccc1O (centres undefined)
  x	0	11	-15	x	x	x	2
42	CCN1C(=O)[C@H]2[C@H]3CN=C(SC)N3[C@@](Cc3ccccc3)(C(=O)OC)[C@H]2C1=O
  -2	11	8	-8	4	x	-9	-4
43	CCNC(=O)NC(=O)C(C)OC(=O)c1oc2ccc(OC)cc2c1C (centres undefined)
  x	-7	-7	-7	x	x	x	-7
44	CN(C)C(=O)C[C@H]1CC[C@@H]2[C@H](COC[C@@H](O)CN2CC2CCCCC2)O1
  0	-2	-3	0	-3	0.0	-6	4
45	CC1(C(=O)O)C=CCN1C(=O)c1ccccc1 (centres undefined)
  2	2	3	x	3	u	2	-12
46	C[C@H](NC(=O)N1CCn2c1nc1ccccc12)C(=O)NCc1ccco1
  4	-2	-4	-2	-1	x	-9	-5
47	COc1cc(C=C(OC(C)=O)c2ccc3c(c2)OCO3)cc(OC)c1OC
  2	x	x	x	9	0.4	-15	x
48	O=C(Nc1nncs1)C1CCCC1
  10	x	x	x	-1	x	0	1
49	C[C@H](CO)N1C[C@H](C)[C@H](CN(C)S(=O)(=O)c2ccc(Cl)cc2)Oc2ccc(NC(=O)NC3CCCCC3)cc2CC1=O
  x	-2	-4	3	1	0.6	-23	x
50	CCOCCCNC(=O)Cn1nc(-c2ccccc2)ccc1=O
  1	8	1	-2	0	2.1	0	-8
51	CCS(=O)(=O)Nc1ccc2c(c1)C(=O)N(C)[C@@H]1CC[C@H](CC(=O)N3CCN(C)CC3)O[C@H]1CO2
  4	0	0	5	-2	-0.1	-9	2
52	CO[C@H]1CN(C)C(=O)c2cc(NC(=O)Nc3ccccc3F)ccc2OC[C@H](C)NC[C@@H]1C
  x	1	-8	5	-2	-0.1	22	-8
53	O=[N+]([O-])c1ccc(/C=N/Nc2ccccn2)cc1
  -1	-2	-7	25	-4	x	-26	8
54	Cc1onc(-c2c(Cl)cccc2Cl)c1C(=O)NCCc1ccncc1
  0	0	-4	7	-1	x	-2	0
55	CC(C)CCNC(=O)CN(CCN1CCOCC1)C(=O)Cn1nnc(-c2ccc(F)cc2)n1
  x	0	-19	2	x	x	x	-6
56	COc1ccc(Nc2nc(N)nc(CSCCO)n2)cc1
  x	1	1	5	x	x	x	0
57	CCC(=O)NC(=S)Nc1ccc(S(=O)(=O)N2CCN(C)CC2)cc1
  0	x	x	x	-2	-1.7	3	1
58	COc1ccccc1N1CCN(C(=O)CSc2nnc(NC(=O)C3CCC3)s2)CC1
  x	-3	-6	9	x	x	x	-4
59	C[C@H](CO)N1C[C@H](C)[C@H](CN(C)S(=O)(=O)c2cn(C)cn2)OCc2ccccc2-c2c(n(C)c3ccccc23)C1=O
  3	-1	-4	-1	17	0.9	-9	0
60	Cc1ccsc1-c1nc(C(N)=O)c2[nH]c(=O)n(-c3ccc(Cl)cc3)c2n1
  1	-4	-13	0	-2	-1.2	-24	1

The results go on.
Order of results: Casp6 inh	PglD inh	RAD54 branch	esBAF inh	ERp5 block	E-sel inducer	RAD52 inh	ARNT TACC3 PPI
61	O=C(Cn1cncn1)c1ccccc1Br
  0	1	-6	-5	0	x	-3	-4
62	CNC(=O)C[C@@H]1C(=O)N(C2CCCCC2)CC1(C)C
  0	x	x	7	2	x	-17	x
63	CCOC(=O)c1ccc(NC(=O)C2CCN(C(=O)c3ccc(OC)c(OC)c3)CC2)cc1
  x	0	-11	7	x	x	x	26
64	C[C@@H]1CN([C@H](C)CO)C(=O)c2cccc(NC(=O)C3CCOCC3)c2O[C@@H]1CN(C)Cc1ccccc1
  3	-3	1	0	-1	-0.2	-5	-3
65	C[C@H]1CN([C@@H](C)CO)S(=O)(=O)c2ccc(-c3cccc(F)c3)cc2O[C@H]1CN(C)C(=O)Nc1cc(F)ccc1F
  1	4	7	4	4	-0.2	19	12
66	NC(=O)CSc1nnc(Cn2c(=O)sc3ccccc32)n1-c1ccccc1
  -3	-4	-9	-4	3	1.2	-2	x
67	CC(C)c1ccc(/C=N/n2c(-c3ccccc3)n[nH]c2=S)cc1
  1	17	-1	-1	0	0.5	18	-4
68	COc1ccc(-c2cc(C#N)nc(N3CCN(C)CC3)n2)cc1
  -2	x	x	x	-6	0.0	9	x
69	O=C(O)c1cccc(Nc2c([N+](=O)[O-])c(=O)oc3ccccc23)c1
  0	0	-3	6	1	x	-13	-1

Assay outcomes: PubChem BioAssay, Broad Institute
